Bioassay records (PubChem)
Wnt act = activates Wnt/beta-catenin signaling in a reporter cell assay; activator, plate reader; 1.2% of 300,000 active; activation, % at 9.35 µM; AID 743398; in the data active = activation above about 30%, passing the limit was not always enough;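 also: 0% = neutral control wells and 100% = positive control wells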
phage Ecoli inh = E. coli growth loss with phage present; growth absorbance; inhibition, % at 11.9 µM; 0.26% of 360,000 active; in the data active = inhibition above about 11%
Numbers without * were called inactive. An excerpt. The share of hits here may be higher or lower than overall.

SMILES	Wnt act	phage Ecoli inh
CC1=C(C(=O)N(C)C)CC(CC(=O)NC2CCCCC2)C(=O)N1Cc1ccc(C(C)(C)C)cc1 (stereo not drawn)	-2.1	-0.2
CCOC1=C2[C@H](c3ccc(C)cc3)N(S(=O)(=O)c3ccc(C)cc3)C[C@H]2n2c(=O)n(-c3ccccc3)c(=O)n2C1	-1.7	3.7
CCOC(=O)c1cc(-c2sc(NC(=O)c3ccccc3)nc2C)n(CCO)n1	-1.4	2.2
CC1(c2nc3ccccc3[nH]2)c2ccccc2C(=O)N1C1CC1 (stereo not drawn)	-2.4	-0.1
CCC(=O)N1CCCC(C)(C(=O)NS(=O)(=O)c2ccccc2Cl)C1 (stereo not drawn)	-0.4	0.6
Cc1ccc([C@@]2(OC(=O)c3ccccc3)C(=O)N(C(=O)OC(C)(C)C)c3ccccc32)cc1	1.4	2.0
C#Cc1cc(N2CCN(C(=O)c3ccoc3)CC2)n2nc(-c3cccc(Cl)c3)cc2n1	-3.2	1.8
CC(=O)c1ccc(Nc2nc(CN)cs2)cc1	1.7	1.2
OC(c1ccccc1)(c1ccccc1)C1CCN(CCCOc2ccccc2Cl)CC1	27.2	1.2
O=S1(=O)C[C@H](N2CCCC2)[C@@H](COCc2ccccc2)N1	-1.1	1.0

Next part, overlapping the part above by 7 compounds.
SMILES	Wnt act	phage Ecoli inh
CC1(c2nc3ccccc3[nH]2)c2ccccc2C(=O)N1C1CC1 (stereo not drawn)	-2.4	-0.1
CCC(=O)N1CCCC(C)(C(=O)NS(=O)(=O)c2ccccc2Cl)C1 (stereo not drawn)	-0.4	0.6
Cc1ccc([C@@]2(OC(=O)c3ccccc3)C(=O)N(C(=O)OC(C)(C)C)c3ccccc32)cc1	1.4	2.0
C#Cc1cc(N2CCN(C(=O)c3ccoc3)CC2)n2nc(-c3cccc(Cl)c3)cc2n1	-3.2	1.8
CC(=O)c1ccc(Nc2nc(CN)cs2)cc1	1.7	1.2
OC(c1ccccc1)(c1ccccc1)C1CCN(CCCOc2ccccc2Cl)CC1	27.2	1.2
O=S1(=O)C[C@H](N2CCCC2)[C@@H](COCc2ccccc2)N1	-1.1	1.0
COc1ccc(C#Cc2ccc3c(c2)O[C@H](CN(C)C(C)=O)[C@H](C)CN([C@@H](C)CO)S3(=O)=O)cc1	-3.3	0.4
CC1(C(=O)Nc2ccc3c(c2)OCO3)CCN1C(=O)C1(c2ccc(Cl)cc2)CC1 (stereo not drawn)	51.4*	-0.6
O=C1[C@@H]2CSCCS(=O)(=O)N2C(=O)N1C1CCCCC1	-3.1	1.8
CC1(C(=O)Nc2cccc(OC(F)(F)F)c2)Cc2c(-c3cccc(C(N)=O)c3)ccnc2O1 (stereo not drawn)	-1.6	2.3
COc1ccc(-c2nc3ccccc3n(CC(C)C)c2=O)cc1	-2.4	3.3
CC(=O)C1=CCC(c2ccccc2)N(S(=O)(=O)c2ccc(Cl)cc2)C1 (stereo not drawn)	-1.8	-0.6
COc1ccc(CC(N)c2csc(NC(=O)c3ccc(F)cc3)n2)cc1 (stereo not drawn)	-1.3	1.2
COC(=O)[C@]12CCCCC=C1N(Cc1ccc3c(c1)OCO3)C(=O)[C@H](CC(=O)N1CCCCC1)C2	-4.7	-2.6
Nc1ncnc2c1ncn2[C@@H]1O[C@H](C(=O)N2CCCN(Cc3cccs3)CC2)[C@@H](O)[C@H]1O	-0.6	3.9
Cc1ccc(S(=O)(=O)NC(=O)C2(C)CCN2C(=O)C2(c3ccc(Cl)cc3)CCC2)cc1 (stereo not drawn)	-0.5	1.6
CC(C)=C[C@H]1C[C@H](C)[C@H]2CC[C@H](C)c3c(O[C@@H]4O[C@@H](C)[C@@H](O)[C@@H](O)[C@@H]4O)c(O)c(C)c1c32	-1.8	-1.3
CN1CCN(C2CN(Cc3cn(Cc4ccc(Cl)cc4)nn3)S(=O)(=O)C2)CC1 (stereo not drawn)	-2.4	2.2
COC(=O)[C@@]1(C(C)C)N=C(c2cc(OC)c(OC)c(OC)c2)[C@]2(O1)C(=O)N(Cc1ccc(OC)cc1)c1ccc(Br)cc12	-0.9	0.8
Cc1ccc(CN2CC(N3CCN(CC4CC4)CC3)CS2(=O)=O)cc1 (stereo not drawn)	-3.7	2.3
O=C(CNSc1ccc([N+](=O)[O-])cc1[N+](=O)[O-])OCc1ccccc1	7.5	4.5
Cc1ccc(Cc2c(-c3ccc(F)cc3)nc3cc(C)ccn23)cc1	16.4	-0.1
O=C(Nc1ccn(CCCNCCc2ccccn2)c(=O)n1)OCc1ccccc1	-0.2	0.2
COCc1ccc(C(=O)N2CCCC(N(C)CCc3ccccc3)C2)s1 (stereo not drawn)	-0.6	4.5
COc1cc(C(=O)N2Cc3cc4ccccc4nc3C2C)cc(OC)c1OC (stereo not drawn)	-5.1	-0.1
COc1cc(-c2cc(=O)c3c(O)cc(O)cc3o2)cc(OC)c1OC	-1.9	1.6
CN(CC(=O)Nc1ccc(Cl)cc1)CC(=O)Nc1sc2c(c1C(N)=O)CCC2	-1.6	-0.3
COc1ccc(Cn2c(=O)oc3ccccc32)cc1	8.7	2.8
COCCNc1nc(Oc2cccc3ccccc23)c2sccc2n1	-3.5	3.5
O=C(Nc1ccc(C(=O)O)cc1)/C(=C\c1ccc([N+](=O)[O-])cc1)NC(=O)c1ccco1	-1.5	2.5
COC(=O)c1ccc2nc(-c3cccc(Br)c3)c(Cc3ccccc3)n2c1	-0.8	0.7
Cc1ccc(Cc2c(-c3ccc(F)cc3)nc3ccc(Cl)cn23)cc1	3.4	-1.2
[N-]=[N+]=NC(c1ccccc1)C(NC(=O)c1cc(C(F)(F)F)cc(C(F)(F)F)c1)c1ccccc1 (stereo not drawn)	-2.1	4.8
CCOC1=C2[C@@H](CN(S(=O)(=O)c3ccc(C)cc3)[C@H]2c2ccccc2Cl)[C@H]2C(=O)N(C)C(=O)[C@H]2C1	-1.9	1.7
Clc1ccc(-c2nc3ccc(Cl)cn3c2Cc2ccccc2)cc1	6.5	3.8
Cc1ccc(C(=O)COC(=O)CN2C(=O)C3CC=CCC3C2=O)cc1C (stereo not drawn)	-0.9	2.0
CC(C)CC1C(=O)N(Cc2cn(Cc3ccco3)nn2)CCS(=O)(=O)N1Cc1ccc(-c2ccccc2)cc1 (stereo not drawn)	-1.5	2.4
CC1(C(=O)NS(=O)(=O)c2ccc(Br)cc2)CCN1C(=O)C1(c2ccccc2)CC1 (stereo not drawn)	-2.7	0.6
COC(=O)c1c(-c2ccccc2)[nH]c(-c2nccc3ccccc23)c1C(=O)OC	-6.5	1.6
COc1ccccc1CCn1cnc(-c2ccc(F)cc2F)c1CC(C)C	-10.8	-0.1
COC(=O)C1=C(C)N(C)C(=NCc2ccccc2)NC1c1ccccc1C(F)(F)F (stereo not drawn)	2.0	3.6
COC(=O)C1=CN(c2ccc3c(c2)OCO3)C(N)=C(C#N)C1c1ccc(-c2ccccc2)cc1 (stereo not drawn)	-8.0	2.2
CC1(Oc2cccc(F)c2)CCN(Cc2ccc(-c3ccccn3)cc2)C1 (stereo not drawn)	-4.0	3.1
COCC(=O)N(C)C[C@H]1Oc2ncc(Br)cc2C(=O)N([C@@H](C)CO)C[C@H]1C	-2.0	3.5
Cc1ccccc1C(=O)N[C@H](C(=O)N1CCC[C@H]1C(=O)NCCc1ccccc1Cl)C(C)C	0.4	3.1
Cc1cc2c(c(=O)o1)[C@@]1(C(=O)N(C)c3cc(Br)ccc31)C1=C(CCCC1=O)O2	1.8	2.2
O=C(Nc1cccc2cccnc12)c1ccc2sc([C@H]3C[C@H](O)[C@@H](CO)O3)nc2c1	0.4	2.5
CN(C)c1cccc2c(S(=O)(=O)NC(=O)[C@H]3O[C@@H](n4cnc5c(N)ncnc54)[C@H](O)[C@@H]3O)cccc12	-1.8	5.4
N#Cc1ccc(-c2nc3ccc(Cl)cn3c2Cc2ccccc2C(F)(F)F)cc1	-0.2	1.2
Cc1ccc(C(=O)NCCN2CCC(n3c(=O)[nH]c4ccccc43)CC2)cc1F	-2.3	1.8
OC(c1ccccc1)(c1nc(-c2cccc3cccnc23)cs1)C(F)(F)F (stereo not drawn)	2.5	-0.5
COCCCNC(=O)C[C@@H]1C[C@@]2(C(=O)OC)CC(C)(C)CC=C2N(Cc2ccco2)C1=O	-2.7	1.7
Cc1cc(NCCc2c[nH]c3ccccc23)ccc1Nc1cccnc1	-2.6	1.7
CCn1c(SCC(=O)N2CCC(C)CC2)nc2c([nH]c3ccccc32)c1=O	-3.9	0.8
O=C(NCCCN1CCCC1=O)C(=O)NCC1OCCCN1S(=O)(=O)c1ccccc1 (stereo not drawn)	-1.6	6.6
COc1ccc(CN2C(=O)CCCC2(C)c2nc3ccccc3[nH]2)cc1 (stereo not drawn)	-2.1	6.5

In another format: entries from further up.
smiles: CCOC1=C2[C@H](c3ccc(C)cc3)N(S(=O)(=O)c3ccc(C)cc3)C[C@H]2n2c(=O)n(-c3ccccc3)c(=O)n2C1
  Wnt act: -1.7
  phage Ecoli inh: 3.7
smiles: CCOC(=O)c1cc(-c2sc(NC(=O)c3ccccc3)nc2C)n(CCO)n1
  Wnt act: -1.4
  phage Ecoli inh: 2.2
smiles: CC1(c2nc3ccccc3[nH]2)c2ccccc2C(=O)N1C1CC1 (stereo not drawn)
  Wnt act: -2.4
  phage Ecoli inh: -0.1
smiles: CCC(=O)N1CCCC(C)(C(=O)NS(=O)(=O)c2ccccc2Cl)C1 (stereo not drawn)
  Wnt act: -0.4
  phage Ecoli inh: 0.6

Following part.
SMILES	Wnt act	phage Ecoli inh
COc1ccc(-c2nc3c(C)cc(Br)cn3c2Cc2ccsc2)cc1OC	0.1	2.0
O=C(Nc1ccc(F)c(Cl)c1)c1cc(C2CCCCN2C(=O)C2CC2)on1 (stereo not drawn)	-4.3	6.6
Cc1ccc2c(Cl)c(C(=O)NCCCN3CCOCC3)sc2c1	5.9	3.9
CC(=O)Nc1cc(-c2ccccc2CN(C)C)cn2c(-c3ccc(C(C)=O)cc3)cnc12	-0.4	2.2
O=C(NN=Cc1cccc(O)c1O)c1ccccc1	8.8	-7.6
O=S(=O)(NCc1ccc(Cl)cc1)c1ccc(Br)cc1C1CC[C@@H](O)C1 (stereo partly drawn)	-1.2	-2.5
O=C(CNS(=O)(=O)Cc1ccccc1)NNc1ccccc1	-2.2	1.6
CCOC(=O)C[C@@H]1OC[C@H](Cc2ccccc2)N1S(=O)(=O)c1ccc(C)cc1	-1.8	-0.2
CC(O)(c1ccc(F)c(F)c1)c1nc(-c2cccc(C#N)c2)cs1 (stereo not drawn)	-0.8	-0.1
C[C@H]1Cn2cnc(C(=O)Nc3cccc(Cl)c3)c2C(=O)N1	-5.3	0.9
CCOC(=O)CN1CCCc2nc(C)c(C)cc21	4.5	3.8
Cc1ccc(OCc2cc(C(=O)N(C)Cc3cnn(C)c3)no2)cc1C	-0.9	2.3
COc1ccc(CC(N)c2csc(NC(=O)Nc3ccccc3C(C)C)n2)cc1 (stereo not drawn)	-2.0	0.9
O=C1NC[C@H](Cc2ccc(O)cc2)N(C[C@@H]2CCCN2C[C@H](Cc2ccccc2)N2C[C@H](Cc3ccc(O)cc3)N(CCc3ccccc3)C(=O)C2=O)C1=O	-0.4	3.3
CC(C)C1=CC2C3C(=O)N(c4ccccc4)C(=O)C3C1C(=O)C2(C)O (stereo not drawn)	-0.5	-0.5
Cc1n[nH]c(=O)n(N=Cc2cccs2)c1=O	-3.5	1.7
O=C(Nc1ccc(F)cc1)C(c1cccc(F)c1)N1CCN(C(=O)c2ccco2)CC1 (stereo not drawn)	-0.3	3.3
O=C(NCCN1CCOCC1)c1ccc(NC(=O)c2ccc(Br)o2)cc1	-2.7	2.5
CN(C)c1ccc(C(=O)C(=O)N2CCN(c3ccccc3)CC2)cc1	-2.5	1.4
CCNC(=O)C1(C)CCCN(C(=O)c2nc(C)oc2C)C1 (stereo not drawn)	0.5	4.6
CCCCCCn1c(=O)n2n(c1=O)C[C@]1(OC(=O)Nc3c(C)noc3C)CN(S(=O)(=O)c3ccc(C)cc3)C[C@]1(O)C2	-1.0	0.4
CCN1CCN(C(CCc2ccccc2)C(=O)NC2CCCCC2)CC1 (stereo not drawn)	0.7	2.1
COc1ccc(SC2=C[C@@]3(O)CC[C@@H](O)[C@@](Sc4ccc(OC)cc4)(C2=O)[C@H]3O)cc1	-1.3	1.2
CCCS(=O)(=O)NC(=O)C1(C)CCN(C(=O)c2sccc2C)C1 (stereo not drawn)	-2.5	-0.6
C[C@H](CO)N1C[C@H](C)[C@H](CN(C)S(=O)(=O)c2cccs2)Oc2ncc(-c3cc4ccccc4o3)cc2C1=O	-1.3	3.4
COc1ccc(CNC(=O)c2ccc3nc(C)c(N(C)Cc4ccc(NC(C)=O)cc4)n3c2)cc1	-5.4	-1.9
Cc1ccc(CNc2nc(NCC3CC3)nc3ccsc23)c(C)c1	-16.0	4.9
O=C(Nc1ccc(Cl)c(Cl)c1)N[C@@H]1CC[C@@H](CCn2cc(C3CCCCC3)nn2)O[C@@H]1CO	-5.2	0.6
Cc1ccc(S(=O)(=O)CCOC(=O)CNC(=O)OCc2ccccc2)cc1	-3.7	2.7
CCCNC(=O)C1(C)CCN(C(=O)C2(c3ccc(Cl)cc3)CCCC2)C1 (stereo not drawn)	-1.6	-0.6
CC(=O)Nc1ccc(CN2C(=O)C(C)ON=C2c2ccccc2-c2ccco2)cc1 (stereo not drawn)	-1.0	0.1
CC(=O)N(C)[C@H]1C[C@@H](c2ccccc2)N(C(C)=O)C[C@H]1CO	-1.2	0.9
CC1(C(=O)NS(=O)(=O)c2ccccc2Cl)CCN1C(=O)c1cccc(F)c1 (stereo not drawn)	0.6	2.5
CC(C)C[C@H]1CN(CCCC[C@@H]2CNC(=O)C(=O)N2CC2CCCCC2)C(=O)C(=O)N1CC1CCCCC1	-2.0	2.2
CCOC(=O)C1(C)CCCN(C(=O)c2ccccc2)C1 (stereo not drawn)	-0.4	0.9
Cc1ccc(C)c(NS(=O)(=O)c2ccc(-n3cccn3)cc2)c1	-1.5	2.5
CCc1ccc(CCC(=O)N2CCN(S(=O)(=O)c3ccc(Br)cc3)CC2)cc1	-4.0	2.2
